Screens: PubChem BioAssay, several laboratories
NFkB transloc inh: inhibitors of IL-1B driven NFkB p65 nuclear import, primary screen, imaging, HUVEC, IL-1B stimulus, high-content imaging; HUVEC IL-1B NFkB p65 nuclear translocation imaging; inhibition, % at 2 µM; 94,000 tested, 0.43% active; AID 796, 2007;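 active means inhibition above about 30% together with a positive call from visual inspection of the well image, limit read from the data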;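 further: nuclear over cytoplasmic p65 intensity ratio measured by imaging; 0% = IL-1B stimulated DMSO wells and 100% = unstimulated DMSO wells; values of inactives mirror those of a sister screen read the other way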
PLAP inhibitors HTS: PLAP enzyme inhibitors, biochemical, luminescence, HTS (AID 690); inhibition, % at 20 µM, or IC50 in µM where a hit was titrated; purified PLAP, luminescent substrate; higher % means a stronger effect; 96,000 tested, 0.08% active; Alkaline phosphatase, placental type (Homo sapiens); in the data active means a potency from the dose series; inactive means the rest, 99 in 100 with inhibition below about 30%; further: strong numbers were not always called active
Bcl-B displacement: displacers of TR3 peptide from Bcl-B, primary screen, selectivity assay for Bfl-1 inhibitor project, biochemical, fluorescence polarization; Bcl-2-like protein 10 (Homo sapiens); FP displacement of FITC-TR3 peptide from Bcl-B; higher % means a stronger effect; displacement, % at 20 µM; hits with a dose series show IC50 in µM; 96,000 tested, 0.11% active; AID 748, 2007;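 active means displacement above 50% at 20 µM plus a fluorescence interference ratio under 1.5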;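 further: plate controls were wells without compound for no effect and wells lacking Bcl-B protein for full effect; a part of the inactive calls stands beside numbers as strong as those of hits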
MRP reversal: reversal of MRP1-mediated doxorubicin resistance, primary screen, H69AR cells, doxorubicin co-treatment; AID 602, 2007; H69AR cells + 2 uM doxorubicin, CellTiter-Glo, 72 h; differential viability (reversal), % at 10 µM; 85,000 tested, 0.04% active;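 active means viability drop by adding the cancer drug above about 55%, with treated viability meeting a 40% cutoff, limit read from the data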;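 further: viability without doxorubicin minus viability with 2 µM doxorubicin for each compound; larger differential means the compound sensitizes cells more to doxorubicin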
IL1B NFkB pot: enhancers of NFkB p65 translocation in HUVEC – imaging, IL-1B stimulus, high-content imaging, primary screen; HUVEC IL-1B NFkB p65 nuclear translocation imaging; activation, % at 2 µM; 94,000 tested, 0.3% active;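 active means activation above 40%, about the mean plus 3 SD, also judged a hit on visual image review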;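 further: percent activation is computed from the nuclear over cytoplasmic p65 intensity ratio; values of inactives mirror those of a sister screen read the other way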
MRP reversal cytotoxicity: also measured in MRP reversal; calls as there; viability, %; H69AR cells, CellTiter-Glo, 72 h; measured here: cytotoxicity without doxorubicin
MRP reversal with doxorubicin: also measured in MRP reversal; calls as there; viability, %; measured here: viability with 2 uM doxorubicin; stronger effect = lower value
NFkB transloc inh cell count 2 µM: further read-out of NFkB transloc inh, marked with its call; cell count; measured here: cells passing quality filter;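 raw number of nuclei counted in each imaged well without normalization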
IL1B NFkB pot cell count 2 µM: also measured in IL1B NFkB pot; calls as there; cell count; measured here: cells passing quality filter
An asterisk follows results filed as active; . = no result given. Only part of the results is shown; the hit share may differ from the screen's.

1) CCC1(C)Cc2c(sc3c2c(=O)n(C)c2nnc(SCC(=O)c4ccc(Cl)cc4)n32)CO1 (configuration not stated)
2) O=C(O)CCCCCNC(=O)c1ccccc1
3) Cc1ccc(C(=O)Nc2nc3ccccc3n2CCN2CCCC2)cc1
4) CCOc1ccccc1N=c1oc2cc(O)ccc2cc1C(=O)NCC1CCCO1 (configuration not stated)
5) CC12C=CC3(O1)C(C(=O)N(c1cccnc1)C3C(=O)NC1CCCCC1)C2C(=O)Nc1ccccc1 (configuration not stated)
6) O=C(CN(CC1CCCO1)C(=O)CNS(=O)(=O)c1ccccc1)NCc1ccccc1 (configuration not stated)
7) O=S(=O)(c1cccc(-c2nnc(SCc3nc4ccccc4s3)o2)c1)N1CCOCC1
8) Cn1c(=O)[nH]c(=O)c2c1nc(N1CCN(Cc3ccccc3)CC1)n2CCCc1ccccc1
9) O=C(O)c1cccc(C(=O)Nc2cccc(NC(=O)C3CCCO3)c2)c1 (configuration not stated)
10) COC(=O)CN(c1ccccc1)S(=O)(=O)c1ccccc1
screen / no. | 1 | 2 | 3 | 4 | 5 | 6 | 7 | 8 | 9 | 10
NFkB transloc inh | 0 | 0 | 4 | -2 | 31* | -8 | -9 | -21 | . | -11
NFkB transloc inh cell count 2 µM | 104 | 138 | 59 | 183 | 63* | 169 | 149 | 135 | . | 94
PLAP inhibitors HTS | . | 8% | -177% | -12% | 10% | 9% | -36% | -56% | -9% | 9%
Bcl-B displacement | . | 1% | 1% | -11% | 4% | -1% | -17% | 3% | 3% | -10%
MRP reversal | 27 | 12 | -7 | -4 | 11 | . | -23 | 16 | . | 6
MRP reversal cytotoxicity | 50 | 103 | 57 | 89 | 108 | . | 42 | 71 | . | 94
MRP reversal with doxorubicin | 23 | 91 | 64 | 94 | 97 | . | 66 | 56 | . | 88
IL1B NFkB pot | -1 | -1 | -4 | 2 | -31 | 8 | 9 | 21 | . | 11
IL1B NFkB pot cell count 2 µM | 104 | 138 | 59 | 183 | 63 | 169 | 149 | 135 | . | 94

11) CC(C)(Cc1nc2ccccc2[nH]1)C(=O)O
12) CC(Cc1cccs1)NC(=O)NC1CCCCC1 (configuration not stated)
13) Cn1c(=O)c2c(nc(N3CCCCC3)n2CCSc2nc3ccccc3o2)n(C)c1=O
14) CCOc1cccc(C2C(C#N)=C(N)Oc3cc(C)oc(=O)c32)c1OCC (configuration not stated)
15) COC(=O)c1[nH]c2cccc(OC)c2c1NC(=O)CCN1CCC(C)CC1
16) COC(=O)c1ccc(C2c3c(oc4ccccc4c3=O)C(=O)N2CCCN2CCOCC2)cc1 (configuration not stated)
17) Cc1ccc2[nH]c(=O)c3cc(C(=O)NCCN4CCN(C)CC4)sc3c2c1
18) Cn1c(CCNC(=O)c2ccc(F)cc2)nc2ccccc21
19) CCOc1cc(S(=O)(=O)NCc2ccc3c(c2)OCO3)c(C)cc1C
20) Cc1cccc(OCCCCCNCCO)c1
screen / no. | 11 | 12 | 13 | 14 | 15 | 16 | 17 | 18 | 19 | 20
NFkB transloc inh | -10 | 15 | 9 | -1 | -24 | -18 | -4 | -14 | -7 | -12
NFkB transloc inh cell count 2 µM | 155 | 136 | 152 | 131 | 143 | 161 | 69 | 114 | 160 | 140
PLAP inhibitors HTS | 1% | -8% | . | 5% | -74% | -72% | -42% | -4% | 14% | 10%
Bcl-B displacement | -4% | -9% | . | 4% | 0% | 12% | -2% | -6% | -12% | 10%
MRP reversal | 0 | 6 | 32 | -3 | -1 | 14 | -10 | . | -1 | 5
MRP reversal cytotoxicity | 87 | 87 | 53 | 97 | 91 | 92 | 79 | . | 73 | 88
MRP reversal with doxorubicin | 86 | 81 | 21 | 100 | 92 | 78 | 89 | . | 74 | 83
IL1B NFkB pot | 10 | -15 | -9 | 1 | 24 | 18 | 4 | 14 | 7 | 13
IL1B NFkB pot cell count 2 µM | 155 | 136 | 152 | 131 | 143 | 161 | 69 | 114 | 160 | 140

21) O=C(Cn1cnc2c(oc3ccccc32)c1=O)NCC1CCCO1 (configuration not stated)
22) COc1cccc(NC(=O)c2cccc(OC)c2OC)c1
23) O=C(Nc1nnc(N2CCCCCC2)s1)c1cc(-c2ccc(Br)cc2)on1
24) Cc1ccc(N2OC3C(=O)NC(=O)C3C2c2ccco2)cc1 (configuration not stated)
25) COc1ccc(OC)c(C(=O)C2COC(=O)C2)c1 (configuration not stated)
26) COC(=O)c1c(C)[nH]c(C(=O)CSc2nnnn2-c2ccccc2)c1C
27) CC(C)(C)n1ncc2c(=O)n(Cc3c(F)cccc3Cl)cnc21
28) COC(=O)COc1ccc(/C=C2/SC(=O)N(CC(=O)N3CCCC3)C2=O)cc1Br
29) CN(C)c1cccc(C(=O)Nc2ccc(N3CCOCC3)cc2)c1
30) COc1ccc(OCC(=O)Nc2cccc(-c3nc4ccccc4o3)c2)cc1
screen / no. | 21 | 22 | 23 | 24 | 25 | 26 | 27 | 28 | 29 | 30
NFkB transloc inh | -6 | -12 | -17 | . | 4 | -2 | -1 | 0 | -11 | 6
NFkB transloc inh cell count 2 µM | 167 | 117 | 76 | . | 111 | 155 | 120 | 169 | 132 | 122
PLAP inhibitors HTS | 16% | -17% | -22% | -9% | -14% | -4% | -12% | 8% | -34% | -6%
Bcl-B displacement | -7% | -18% | 1% | -5% | -14% | -4% | -4% | -7% | 5% | -1%
MRP reversal | 12 | 28 | 9 | 5 | -4 | -7 | . | . | . | 2
MRP reversal cytotoxicity | 92 | 96 | 94 | 99 | 26 | 99 | . | . | . | 97
MRP reversal with doxorubicin | 80 | 68 | 86 | 94 | 29 | 106 | . | . | . | 95
IL1B NFkB pot | 6 | 12 | 17 | . | -4 | 2 | 1 | 0 | 11 | -6
IL1B NFkB pot cell count 2 µM | 167 | 117 | 76 | . | 111 | 155 | 120 | 169 | 132 | 122

31) CN(C)CC(C(=O)c1ccccc1)c1ccccc1 (configuration not stated)
32) Nc1ccc2nc(-c3cc(Cl)c(N)c(Cl)c3)[nH]c2c1
33) Cc1ccc(-c2nnn(CC(=O)N(c3cccc(O)c3)C(C(=O)NC(C)(C)C)c3cccs3)n2)o1 (configuration not stated)
34) COC(=O)c1cn(NC(=O)c2cccc(N(C)C)c2)c(=O)c2ccccc12
35) COc1ccccc1-c1cc(C(=O)N2CCCCC2)no1
36) COc1ccccc1NC(=O)CSc1nnc(CNC(=O)c2ccco2)o1
37) Cc1nnc(SCC(=O)N2CC(=O)Nc3ccccc32)n1-c1ccccc1
38) COc1ccc(Cl)cc1N1C(=O)/C(=C\c2sccc2C)N=C1SCC(=O)NC1CC1
39) COc1cccc(C(=O)Nc2ccc(F)cc2F)c1
40) CCOC(=O)c1sc(NC(=O)C2CC2)cc1C
screen / no. | 31 | 32 | 33 | 34 | 35 | 36 | 37 | 38 | 39 | 40
NFkB transloc inh | . | 14 | 6 | -6 | -13 | 26 | . | 5 | -35 | 7
NFkB transloc inh cell count 2 µM | . | 93 | 120 | 118 | 52 | 73 | . | 123 | 153 | 175
PLAP inhibitors HTS | 1% | . | -8% | -3% | -35% | 0% | -39% | -38% | . | .
Bcl-B displacement | -3% | . | -2% | -23% | 4% | -6% | -5% | -83% | . | .
MRP reversal | 1 | -18 | 9 | . | 6 | 3 | -3 | . | -4 | -7
MRP reversal cytotoxicity | 0 | 35 | 95 | . | 91 | 96 | 90 | . | 94 | 86
MRP reversal with doxorubicin | 0 | 53 | 85 | . | 85 | 93 | 93 | . | 97 | 93
IL1B NFkB pot | . | -14 | -6 | 6 | 13 | -26 | . | -5 | 35 | -7
IL1B NFkB pot cell count 2 µM | . | 93 | 120 | 118 | 52 | 73 | . | 123 | 153 | 175

41) CCN1CCN(C(CNC(=O)c2ccc3c(c2)OCO3)c2cccnc2)CC1 (configuration not stated)
42) CCCCS/C(=C(/C#N)C(N)=O)c1cc2c([nH]1)CCCC2
43) CN1CCN(C(=O)C2(NC(=O)NCc3ccccc3)CCCCC2)CC1
44) Cc1ccc(-n2ncc3c(=O)n(CC(=O)OCc4ccccc4)cnc32)cc1
45) COc1ccccc1CC(=O)Nc1ccccc1C(=O)O
46) O=C(CN(C(=O)CCC(=O)Nc1nccs1)c1cccc(F)c1)NCC1CCCO1 (configuration not stated)
47) CN(Cc1ccccc1)C1CC(=O)N(c2ccc(C(=O)O)cc2)C1=O (configuration not stated)
48) Cc1cc(NC(=O)CN2CCCCCCC2)no1
49) O=C(O)C1C2C=CC(C2)C1C(=O)NCc1ccc2c(c1)OCO2 (configuration not stated)
50) O=C(NC1CCS(=O)(=O)C1)c1ccc(-c2ccc(Br)cc2)o1 (configuration not stated)
screen / no. | 41 | 42 | 43 | 44 | 45 | 46 | 47 | 48 | 49 | 50
NFkB transloc inh | 4 | 8 | -23 | -12 | -15 | 4 | 5 | -15 | . | -21
NFkB transloc inh cell count 2 µM | 61 | 118 | 118 | 160 | 55 | 178 | 166 | 184 | . | 232
PLAP inhibitors HTS | 5% | 35% | . | 5% | -1% | -20% | 20% | -10% | -2% | 24%
Bcl-B displacement | 0% | 2% | . | -3% | -2% | -3% | 2% | 3% | 5% | 10%
MRP reversal | 3 | 2 | 9 | 2 | 7 | 12 | 3 | -6 | 1 | 3
MRP reversal cytotoxicity | 104 | 5 | 92 | 95 | 96 | 95 | 96 | 90 | 95 | 52
MRP reversal with doxorubicin | 101 | 3 | 83 | 93 | 89 | 83 | 93 | 96 | 94 | 49
IL1B NFkB pot | -4 | -8 | 23 | 12 | 15 | -4 | -5 | 15 | . | 21
IL1B NFkB pot cell count 2 µM | 61 | 118 | 118 | 160 | 55 | 178 | 166 | 184 | . | 232

51) CCCn1c(SCC(=O)Nc2nccs2)nnc1-c1cccnc1
52) COC(=O)c1c(/N=C/N(C)C)sc2c1CCN(c1ncc(C(F)(F)F)cc1Cl)C2
53) COc1ccc(C(=O)NCCN2CCCC2)cc1OC
54) NC(=O)c1ccc(Br)c(S(=O)(=O)N2CCCCC2)c1
55) CC(C)Nc1nc(Oc2cccc(Cl)c2Cl)cc(C(F)(F)F)n1
screen / no. | 51 | 52 | 53 | 54 | 55
NFkB transloc inh | -26 | 5 | -15 | -30 | -7
NFkB transloc inh cell count 2 µM | 192 | 139 | 163 | 90 | 161
PLAP inhibitors HTS | 6% | -50% | -18% | 34% | 8%
Bcl-B displacement | -8% | -4% | 0% | -2% | 2%
MRP reversal | -10 | -15 | 7 | 1 | .
MRP reversal cytotoxicity | 88 | 67 | 90 | 94 | .
MRP reversal with doxorubicin | 98 | 82 | 83 | 93 | .
IL1B NFkB pot | 26 | -5 | 15 | 30 | 7
IL1B NFkB pot cell count 2 µM | 192 | 139 | 163 | 90 | 161

Structures listed so far that have fluorine, in the order listed:
18) Cn1c(CCNC(=O)c2ccc(F)cc2)nc2ccccc21
27) CC(C)(C)n1ncc2c(=O)n(Cc3c(F)cccc3Cl)cnc21
39) COc1cccc(C(=O)Nc2ccc(F)cc2F)c1
46) O=C(CN(C(=O)CCC(=O)Nc1nccs1)c1cccc(F)c1)NCC1CCCO1 (configuration not stated)
52) COC(=O)c1c(/N=C/N(C)C)sc2c1CCN(c1ncc(C(F)(F)F)cc1Cl)C2
55) CC(C)Nc1nc(Oc2cccc(Cl)c2Cl)cc(C(F)(F)F)n1
screen / no. | 18 | 27 | 39 | 46 | 52 | 55
NFkB transloc inh | -14 | -1 | -35 | 4 | 5 | -7
NFkB transloc inh cell count 2 µM | 114 | 120 | 153 | 178 | 139 | 161
PLAP inhibitors HTS | -4% | -12% | . | -20% | -50% | 8%
Bcl-B displacement | -6% | -4% | . | -3% | -4% | 2%
MRP reversal | . | . | -4 | 12 | -15 | .
MRP reversal cytotoxicity | . | . | 94 | 95 | 67 | .
MRP reversal with doxorubicin | . | . | 97 | 83 | 82 | .
IL1B NFkB pot | 14 | 1 | 35 | -4 | -5 | 7
IL1B NFkB pot cell count 2 µM | 114 | 120 | 153 | 178 | 139 | 161
